High-throughput results as filed in PubChem.
GalR3 antag: GalR3 antagonists in HEK293 cells, primary screen, cell-based, fluorescence readout. actives 0.44% (n = 360,000). HEK293 GalR3-CNG cAMP membrane potential fluorescence; galR3 body fused to GalR1 C-terminus. AID 651719, 2012. inhibition, % at 3 µM. Galanin receptor type 3 (Homo sapiens), O60755;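 active = inhibition above the screen-wide average plus 3 SD, cut at about 13% in these data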;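 note: forskolin and galanin both at EC90 stimulate the cells; cAMP rise reported by CNG channel membrane potential dye signal; 0% = forskolin plus galanin with DMSO and 100% = forskolin alone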
VIM-2 inhibitor: VIM-2 metallo-beta-lactamase inhibitors, primary screen, biochemical, epi-absorbance readout, Pseudomonas aeruginosa enzyme. actives 0.89% (n = 290,000). inhibition, % at 5.6 µM. AID 1527, 2009. purified VIM-2, nitrocefin hydrolysis, epi-absorbance fluorescence;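 active = inhibition above the mean of all tested compounds plus 3 SD, cutoff set per screening run, cut at about 7.5% in these data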;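 note: red hydrolysis product quenches plate fluorescence so inhibitors raise well fluorescence; 0% = enzyme with DMSO and 100% = DMSO without enzyme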
IMP-1 inhibitor: IMP-1 metallo-beta-lactamase inhibitors, primary screen, biochemical, epi-absorbance readout, Pseudomonas aeruginosa enzyme. inhibition, % at 5.6 µM. purified IMP-1, nitrocefin hydrolysis, epi-absorbance fluorescence. AID 1556, 2009. actives 0.45% (n = 290,000). metallo-beta-lactamase IMP-1 (Pseudomonas aeruginosa);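 active = inhibition above the mean plus 3 SD of all compounds in the same screening run, cut at about 4.5% in these data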;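 note: 0% = IMP-1 with DMSO and 100% = DMSO wells lacking enzyme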
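Assay system: purified recombinant IMP-1 beta-lactamase. Input: IMP-1 0.2 nM before substrate addition. Buffer or medium: Zinc- and detergent-supplemented HEPES buffer, pH 7.1. Schedule: 25 °C, 15 min preincubation, 25 min reaction. Signal: Epi-absorbance fluorescence, 480 nm excitation, 530 nm emission. Evaluation: percent inhibition from optical density relative to buffer-blank wells.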
SUMO HTRF inh: inhibitors of in vitro SUMOylation cascade, primary screen, biochemical, HTRF, uHTS. AID 2006, 2009. inhibition, % at 35 µM. HTRF SUMOylation assay, SAE1/SAE2 + UBC9. actives 0.36% (n = 290,000). SUMO-conjugating enzyme UBC9 (Homo sapiens), P63279; in the data active = inhibition above about 50%, passing the limit was not always enough; note: strong numbers were not always called active
HCV NS3 hel inh: inhibitors of HCV NS3 helicase, primary screen, biochemical, Cy5 molecular beacon fluorescence; Hepatitis C virus NS3 helicase; NS3 helicase DNA unwinding; inhibition, % at 10.9 µM; actives 0.56% (n = 290,000); AID 1800, 2009;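 active = inhibition above the mean of all tested compounds plus 3 SD, set per campaign, cut at about 35% in these data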;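 note: 0% = DMSO wells and 100% = thioflavine S control wells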
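test system = hepatitis C virus NS3 helicase domain fragment enzyme | reagent = annealed dual-labelled DNA beacon duplex, ATP-started | times = 1 h at 25 °C | detection = Cy5 fluorescence, 0 and 60 min reads | read-out basis = percent inhibition from t60/t0 fluorescence ratio | control set = DMSO and thioflavine S | replication = one well per compound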
p-CIP stab down: p/CIP-EGFP fusion destabilizers, primary screen, fluorescence, F442A cells. actives 0.01% (n = 290,000). Q05BA5. decrease of EGFP signal, % at 10 µM. 16 h. AID 1984, 2009;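 active = EGFP signal decrease of at least 30% at 10 µM or well 3 SD below plate mean, unless failing retest; inactive = the rest, including hits failing retest or dose response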; note: some compounds called inactive have numbers as strong as hits; many of its hits are not listed in these tables
IDE cell inh: human IDE inhibitors in live cells, primary screen, fluorescence polarization, HEK cells, FAbetaB substrate; Insulin-degrading enzyme (Homo sapiens), P14735; FAbetaB cleavage; inhibition, % at 5.59 µM; actives 0.41% (n = 320,000); AID 434962, 2010;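 active = percent inhibition above the average of all tested compounds plus 3 SD, set per screening campaign, cut at about 16% in these data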;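 note: IDE supplied by intact live HEK cells; FP after avidin binding of uncleaved biotin substrate so inhibition keeps polarization high; 0% = DMSO wells and 100% = 60 µM reference IDE inhibitor Ii1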
Target sequence (P14735 whole entry, looked up): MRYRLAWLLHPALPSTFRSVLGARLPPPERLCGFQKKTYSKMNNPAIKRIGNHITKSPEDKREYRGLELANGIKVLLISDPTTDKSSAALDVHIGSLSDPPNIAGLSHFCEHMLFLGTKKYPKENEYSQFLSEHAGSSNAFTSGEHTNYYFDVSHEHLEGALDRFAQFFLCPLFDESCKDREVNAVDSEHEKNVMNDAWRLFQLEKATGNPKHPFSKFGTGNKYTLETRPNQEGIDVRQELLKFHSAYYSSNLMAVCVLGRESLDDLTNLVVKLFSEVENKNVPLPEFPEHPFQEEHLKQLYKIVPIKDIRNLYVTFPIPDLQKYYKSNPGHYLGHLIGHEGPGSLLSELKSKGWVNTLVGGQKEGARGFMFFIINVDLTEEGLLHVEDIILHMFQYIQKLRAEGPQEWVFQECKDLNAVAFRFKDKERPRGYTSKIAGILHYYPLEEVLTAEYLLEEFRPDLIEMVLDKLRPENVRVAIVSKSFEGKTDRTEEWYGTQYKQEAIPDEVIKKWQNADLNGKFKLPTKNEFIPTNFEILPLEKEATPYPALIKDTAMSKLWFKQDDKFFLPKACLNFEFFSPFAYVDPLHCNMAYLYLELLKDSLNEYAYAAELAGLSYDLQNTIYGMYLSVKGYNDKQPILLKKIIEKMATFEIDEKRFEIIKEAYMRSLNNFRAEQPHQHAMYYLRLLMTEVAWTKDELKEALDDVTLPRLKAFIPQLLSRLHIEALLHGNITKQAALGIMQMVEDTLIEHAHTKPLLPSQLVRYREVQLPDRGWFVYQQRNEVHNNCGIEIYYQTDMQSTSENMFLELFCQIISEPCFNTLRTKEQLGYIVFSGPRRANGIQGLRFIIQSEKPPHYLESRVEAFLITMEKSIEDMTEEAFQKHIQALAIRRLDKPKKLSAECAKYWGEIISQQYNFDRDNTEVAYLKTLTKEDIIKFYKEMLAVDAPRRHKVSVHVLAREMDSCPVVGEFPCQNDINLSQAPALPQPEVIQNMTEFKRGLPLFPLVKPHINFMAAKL
IDE act: human IDE activators in live cells, primary screen, fluorescence polarization, HEK cells, FAbeta-B substrate. actives 0.073% (n = 340,000). FAbeta-B cleavage; 0% vehicle, 100% cell-free pure enzyme wells. activation, % at 5.96 µM. Insulin-degrading enzyme (Homo sapiens), P14735;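 active = activation above the mean of all tested compounds plus 3 SD, set per screening campaign, cut at about 17% in these data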
CRFR2-BP antag: antagonists of CRF-BP/CRF-R2 complex, primary screen, cell-based, HEK293, calcium dye fluorescence, uHTS; AID 588475, 2011; actives 0.59% (n = 350,000); CRF-induced calcium fluorescence; inhibition, % at 11.8 µM;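 active = inhibition of the ligand-induced calcium signal above about 50% at the single tested concentration, limit read from the data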
An asterisk follows results filed as active; . = not tested or not shown.

Molecule,GalR3 antag,VIM-2 inhibitor,IMP-1 inhibitor,SUMO HTRF inh,HCV NS3 hel inh,p-CIP stab down,IDE cell inh,IDE act,CRFR2-BP antag
CCn1c2ccccc2c2nnc(SCC(=O)NC3CCS(=O)(=O)C3)nc21 (stereo not drawn),-3,3.0,-3.8,9,2,-14,1,11,27
COc1cc(OC)cc(C(=O)O/N=C(\N)c2ccccn2)c1,1,0.2,-1.9,4,14,2,7,.,27
Cc1ccc(C(C)C)c(OCC(=O)N/N=C/c2ccc(S(=O)(=O)O)o2)c1,-6,-4.6,-2.2,8,21,-17,-2,3,-25
COC(=O)c1ccc(C)c(NC(=O)c2nn(C)c(=O)c3ccccc23)c1,-6,-1.2,-0.9,0,0,-2,4,6,-14
C/C(=N\NC(=O)Cn1nc(C)c([N+](=O)[O-])c1C)c1ccc(O)cc1,-3,-4.5,-3.5,2,19,0,9,-4,24
COC(=O)CCNC(=O)CCc1ccc(S(=O)(=O)N2CCCCCC2)cc1,-5,.,.,.,.,.,-5,17,1
Cc1ccc(Nc2nc(-c3c(C)nc4ccccn34)cs2)cc1,9,-0.5,-2.1,19,-28,-18,3,-3,66*
O=C(Cc1cc(=O)[nH]c(=O)[nH]1)N1CCN(C(=O)c2ccco2)CC1,-2,-3.2,-2.9,-21,1,-2,1,6,7
COc1ccc(C(C)(C)C)cc1S(=O)(=O)N1CCC(C(N)=O)CC1,-3,-2.1,-1.1,13,-3,-8,1,-1,10
OC(CNC1CCCCC1)COCCOc1ccc(Br)cc1 (stereo not drawn),-1,-2.2,-3.4,-12,-16,-6,0,2,-21
Cc1cccc(CC(=O)Nc2ccc(C(=O)N3CCOCC3)cc2)c1,1,-2.7,-2.6,-11,4,-8,4,2,-5
COc1ccc(-c2csc(N3C(=O)CNC3=S)n2)cc1,-1,-4.0,-6.5,18,-8,2,5,-3,16
CCN1CCN(c2ccc(NC(=O)c3cccc(N4CCCC4=O)c3)cc2)CC1,2,17*,-1.8,21,-10,-9,-5,0,8
CNS(=O)(=O)c1cc(Cl)ccc1Sc1ccccc1C(=O)O,-4,-3.1,-3.4,0,-6,8,4,6,-4
Nc1cc(Cl)ccc1N1CCCC1,-4,0.2,-1.6,5,-3,0,-3,4,10
COc1ccc(NC(=S)N(CCCOC(C)C)C2CCN(C(C)=O)CC2)cc1Cl,-7,-3.8,-1.9,-5,0,-8,2,-2,9
Cc1ccc(S(=O)(=O)C(F)(F)F)cc1NC(=O)c1cccnc1,-3,-0.6,-2.5,-18,-14,-8,3,6,9
Cc1[nH]c2ccccc2c1C(=O)CSc1ccc(Cl)cc1,-4,-1.6,-1.9,15,3,-8,10,7,-8
CCC(=O)N1CCc2cc(S(=O)(=O)NCCC(=O)Nc3ccc(OC)cc3)ccc21,1,-3.1,-3.8,1,0,8,3,6,-7
Fc1ccc(Cn2c(SCc3ccc(F)c(F)c3)nnc2C(F)(F)F)cc1,-8,-0.6,-0.7,-15,-17,-4,3,4,20
CCOc1cc(S(=O)(=O)N2CCCCC2)ccc1Cl,5,0.6,-2.2,14,-9,-10,0,-1,-3
CN(C(=O)c1ccc(N2CCOCC2)c([N+](=O)[O-])c1)C1CCCCC1,-8,-0.7,-1.9,23,0,-9,-10,-1,7
CCOC(=O)c1sc(NC(=O)CSCc2c(C)noc2C)nc1C,-5,.,.,.,.,.,0,0,0
CN(Cc1cnn(C)c1)C(=O)C1CCC(=O)N(C2CCCCCC2)C1 (stereo not drawn),0,-0.4,2.5,4,9,-11,4,0,14
Cc1[nH]nc(Nc2ccc(Br)cc2)c1[N+](=O)[O-],1,-0.7,-1.1,24,-7,-13,0,1,15
O=C(N/N=C/c1ccco1)c1cc(-c2ccc(Br)s2)[nH]n1,1,-3.8,-2.4,18,9,-13,5,0,-2
C/C(=N\NC(=O)c1cccc(S(=O)(=O)N2CCOCC2)c1)c1cc2ccccc2o1,6,0.6,-1.5,1,-13,1,0,2,-1
O=C(NCC1CCCO1)C1c2ccccc2C(=O)N1C1CCCCCCC1 (stereo not drawn),-1,-1.9,-2.4,-15,-1,-12,3,7,-33
CCS(=O)(=O)n1nc(-c2ccco2)nc1SC,-6,-1.0,-0.9,3,-2,-16,6,1,10
CCn1c2ccccc2c2cc(NC(=O)C(=O)N3CCOCC3)ccc21,-1,-2.0,-3.1,6,-6,-13,0,-1,1

New compounds follow
Molecule,GalR3 antag,VIM-2 inhibitor,IMP-1 inhibitor,SUMO HTRF inh,HCV NS3 hel inh,p-CIP stab down,IDE cell inh,IDE act,CRFR2-BP antag
O=C(NCc1ccccc1)Nc1cc(Cl)ccc1Cl,-6,-2.5,-3.0,-2,8,-14,-8,2,-1
COc1ccc(Oc2c(C)oc3c(CN(C)C)c(O)ccc3c2=O)cc1,-4,-4.6,-2.0,25,2,-6,1,7,17
CCc1ccc2c(c1)C(NC(C)=O)C(=O)N2CC (stereo not drawn),5,-0.8,-1.3,18,-4,-8,2,-4,4
CC(Oc1ccc(Cl)cc1)c1ccnn1S(C)(=O)=O (stereo not drawn),-3,-3.4,-1.2,6,6,-5,-3,1,-16
CCC(Nc1ccc(OC)cc1)C(=O)N/N=C/c1ccc([N+](=O)[O-])cc1 (stereo not drawn),-11,-2.4,-0.8,4,18,1,2,2,3
Nc1c(C(=O)CSc2n[nH]c(-c3ccccc3Br)n2)c(=O)[nH]c(=O)n1C1CC1,3,.,.,.,.,.,-2,-2,3
COc1ccc(C(=O)/C=C/Nc2ccc(S(=O)(=O)Nc3nc(C)cc(C)n3)cc2)c(OC)c1,3,2.9,-1.2,25,8,6,3,6,-5
Cn1cc(Br)c(C(=O)Nc2sc3c(c2C#N)CCC3)n1,-4,-3.1,-3.1,23,6,-6,-3,.,-24
Cc1c2c(c(C)n1C)C(C(=O)NC1CCCCC1)N(Cc1ccccc1)C2=O (stereo not drawn),-2,2.3,-0.2,12,-6,0,0,-4,16
Cc1nnc(SCC(=O)N2CC(=O)Nc3ccccc32)s1,1,-2.4,-2.8,-14,-2,-1,-4,3,8
O=C(O)C1=C[C@@H](c2ccc3c(c2)OCO3)C[C@@H](OCCCCO)O1,0,4.1,0.8,20,15,-12,-1,-3,3
CC(NC(=O)CNC(=O)c1ccc2c(c1)OCO2)c1ccc(S(N)(=O)=O)cc1 (stereo not drawn),-4,.,.,.,.,.,-1,-1,29
Cc1ccc(NC(=O)CCN2CC(C)OC(C)C2)cc1C (stereo not drawn),-8,0.2,-0.9,5,2,16,4,5,-9
CN(CC(=O)NCc1ccccc1Cl)CC(=O)Nc1ccccc1Br,-3,.,.,.,.,.,1,5,-10
COc1ccc(-n2cc(CNC3CCOCC3)c(-c3cccc(F)c3)n2)cc1,-8,1.7,-0.5,13,-45,-8,5,3,-18
O=C(N/N=C/c1ccccc1)c1c(O)c2ccccc2[nH]c1=O,-1,-0.2,-2.8,13,2,12,5,1,20
O=C1Nc2ccc(S(=O)(=O)NCc3ccco3)c3cccc1c23,-2,0.7,-1.7,.,19,.,2,1,4
Cc1ccc2nc(CSc3nc(C)cc(C)c3C#N)[nH]c2c1,-3,-1.4,-2.7,26,-2,-4,4,-9,-14
O=C(N1CCOCC1)C12CC3CC(C1)CC(c1ccccc1)(C3)C2,-3,-2.2,-1.2,-11,4,4,2,3,-20
Cc1cc(NC(=O)CSc2nc(CCC3CCCC3)nc3ccccc23)no1,-1,-2.5,-1.2,-4,-7,-3,9,-7,-14
C=CCC(c1ccccc1F)N(CCN1CCOCC1)C(=O)Nc1cccc(Cl)c1 (stereo not drawn),-6,-2.7,0.3,4,-4,4,0,5,-20
O=S(=O)(c1cccs1)N1CCN(c2ccc(F)cc2)CC1,-8,-3.0,-1.9,-3,2,3,-2,0,-3
CC(=O)c1cccc(N(CC(=O)N2CCOCC2)S(C)(=O)=O)c1,-7,-3.2,-8.5,10,-5,2,1,4,-5
C=CCn1c(SCC(=O)N2CCCCCC2)nc2ccccc2c1=O,-10,1.1,-1.5,14,-1,-9,-12,-3,5
CCOC(=O)c1cc(Br)c(=O)n2ccccc12,2,3.4,-3.0,-10,14,0,-4,2,17
CSc1nc2ccc(NS(=O)(=O)c3ccc(CNC(C)=O)cc3)cc2s1,-6,.,.,.,.,.,-4,-7,4
COc1cccc(N2CCN(C(=O)CN(C)S(=O)(=O)c3ccc4c(c3)CCC(=O)N4)CC2)c1,-1,1.1,-2.7,16,-10,-6,4,0,0
CCC1COCCS(=O)(=O)N1Cc1ccc(F)cc1 (stereo not drawn),-1,-0.2,-1.3,11,-31,-7,1,7,6
